GSK3 alpha inh – inhibitors of human GSK-3 alpha kinase | P49840 | ADP-Glo luminescence, 60 min | inhibition, % at 10 µM | actives 0.1% (n = 320,000) | AID 2650;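 in the data active = inhibition above about 50%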;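 note: GST-tagged GSK-3 alpha with peptide substrate and 25 µM ATP; 0% = DMSO neutral wells and 100% = GW8510 positive control wells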
Target sequence (P49840 whole entry, looked up): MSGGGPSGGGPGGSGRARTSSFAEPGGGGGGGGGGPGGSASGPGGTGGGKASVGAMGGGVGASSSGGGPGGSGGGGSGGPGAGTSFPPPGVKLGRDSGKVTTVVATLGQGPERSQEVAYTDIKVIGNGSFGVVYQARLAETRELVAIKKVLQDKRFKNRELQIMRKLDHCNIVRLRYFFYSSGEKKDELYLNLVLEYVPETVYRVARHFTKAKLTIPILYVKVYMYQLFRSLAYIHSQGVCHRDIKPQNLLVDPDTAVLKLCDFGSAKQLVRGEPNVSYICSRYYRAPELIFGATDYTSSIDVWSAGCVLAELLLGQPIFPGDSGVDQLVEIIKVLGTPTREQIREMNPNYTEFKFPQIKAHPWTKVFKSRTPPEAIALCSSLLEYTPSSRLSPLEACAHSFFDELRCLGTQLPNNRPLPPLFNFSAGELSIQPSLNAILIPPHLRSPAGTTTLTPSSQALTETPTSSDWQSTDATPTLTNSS
GSK3B inh – blocks human GSK3beta kinase activity. P49841. GST-GSK3beta kinase, ADP-Glo luminescence, 60 min; active compounds read low. activity score (negative = inhibition), % at 10 µM. actives 0.038% (n = 300,000). AID 2097;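 active = more than half of replicate wells score below -50%, meaning over 50% inhibition versus plate controls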;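 note: 0% = median DMSO wells and -100% = median GW8510 positive control wells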
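Assay system: GST-tagged human GSK3beta kinase, cell-free; Input: 1.6 ng GSK3beta; Medium: Tris/MgCl2 kinase buffer; Timing: 60 min enzyme reaction, room temperature; Signal: ADP-Glo luminescence quantifying ADP generated by kinase; Evaluation: score relative to plate controls; Benchmarks: DMSO neutral wells and GW8510 at 20 µM as positive.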
HSF1 activator – increases HSF-1 driven luciferase reporter signal. actives 1.7% (n = 300,000). activation, % at 9 µM. NIH3T3-HGL HSF-1 luciferase reporter, MG132, 8 h; 100% = twice DMSO control signal;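 active = mean replicate activation of at least 50% with a set share of replicates each reaching 50%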;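 note: 0% = median of the neutral control wells and 100% = twice that signal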
DYRK1A inh – Dyrk1A (rat) kinase inhibition; Q63470; ADP-Glo luminescence, NFATc1 peptide; inhibition, % at 12.5 µM; actives 0.43% (n = 310,000); AID 504441; in the data active = inhibition above about 50%;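 note: plate controls were vehicle with enzyme for no effect and no enzyme for full effect; many of its hits are not listed in these tables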
AI-2 QS modul – Vibrio harveyi AI-2 quorum sensing modulation; Vibrio harveyi JMH597 AI-2 luminescence/OD600 ratio, 9 h; active compounds read low; strain lacks LuxN and CqsS sensors; 0 = neutral-control median; actives 0.4% (n = 300,000); activity change, % at 7.5 µM; in the data active = activity change below about -75%, passing the limit was not always enough;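 note: luminescence divided by OD600 gain over 9 h not by final OD600 alone; inactives centre near 13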
PolyA inhibitor – yeast polyadenylation inhibition; S. cerevisiae SKY197-pL101 polyadenylation reporter, beta-gal luminescence; efflux-impaired pdr1/pdr3 knockout yeast; score 100 = 6 SD above DMSO; calls only at 12 µM; actives 0.02% (n = 300,000);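 active = lowest replicate activity score at least 50, where 100 means six control SD above control mean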;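 note: yeast exposed to compound for 9 h at 30 °C; higher score means more reporter readthrough which indicates perturbed polyadenylation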
Platelet DG rel – modulates dense granule release in human platelets; human platelet-rich plasma, SFLLRN dense granule ATP release, luminescence; inhibition, %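 (compounds screened at 7.5 µM in platelet-rich plasma)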; actives 0.22% (n = 300,000); AID 1663;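 active = mean replicate score, as percent of positive control, at or above 50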
HDAC3 inhib – inhibitors of human histone deacetylase 3; O15379; recombinant HDAC3, fluorogenic peptide/trypsin coupled, fluorescence; inhibition, % at 8.3 µM; actives 0.15% (n = 320,000); in the data active = inhibition above about 26%, passing the limit was not always enough
Target sequence (O15379 whole entry, looked up): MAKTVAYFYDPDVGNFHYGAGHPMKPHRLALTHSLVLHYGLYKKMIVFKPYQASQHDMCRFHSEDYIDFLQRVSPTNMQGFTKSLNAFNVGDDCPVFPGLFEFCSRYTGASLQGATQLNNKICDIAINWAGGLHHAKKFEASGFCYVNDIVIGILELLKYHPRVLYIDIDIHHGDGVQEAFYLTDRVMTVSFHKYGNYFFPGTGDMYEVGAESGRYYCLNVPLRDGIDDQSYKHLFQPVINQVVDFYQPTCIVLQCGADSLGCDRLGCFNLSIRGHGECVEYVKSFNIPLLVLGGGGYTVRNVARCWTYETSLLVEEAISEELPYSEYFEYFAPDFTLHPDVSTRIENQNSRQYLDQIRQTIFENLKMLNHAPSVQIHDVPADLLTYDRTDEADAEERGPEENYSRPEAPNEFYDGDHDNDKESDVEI
HSP90 refold inh – HSP90 refolding inhibition in rabbit reticulocyte lysate | actives 0.91% (n = 290,000) | luciferase refolding luminescence, 3 h | inhibition, % at 5.6 µM;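 active = inhibition above the screen-wide mean plus 3 SD, computed separately per campaign, cut at about 16% in these data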;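 note: 0% = DMSO wells and 100% = 60 µM geldanamycin wells; inhibitors lower the luminescence because luciferase stays unfolded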
HSF1 inh – HSF1 inhibition | NIH3T3-HGL HSE-luciferase, MG132-induced, luminescence 8 h; active compounds read low | activity change, negative = inhibition, % at 7.5 µM (by protocol) | actives 0.77% (n = 300,000);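 active = more than half of replicate wells show activity change below -50%, luminescence cut by over half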;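 note: luciferase reports HSF-1 transcriptional activity via heat shock element; 0% = median of DMSO wells and -100% = zero luminescence signal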
Active calls of the source: *; i = inactive; / = no result given; & = joins results of further samples. The list is partial (hit frequency here may not be typical).

1) N#Cc1ccccc1Cn1c(=O)n(CCCC(=O)NCc2ccc3c(c2)OCO3)c(=O)c2ccccc21
2) Cc1ccc(S(=O)(=O)N(C)c2ccccc2C(=O)N2CCOCC2)cc1
3) N=c1c(C(=O)NCCc2ccccc2)cc2c(=O)n3ccccc3nc2n1Cc1ccco1
4) O=S(=O)(/C=C/c1ccccc1)N1CCOCC1
5) COC(=O)Cc1c(O)ccn(Cc2ccc(F)cc2)c1=O
6) Cc1ccc([N+](=O)[O-])c(OCCN2CCCCCC2)c1
7) Cc1ccc(SSc2cc(C)ccc2N)c(N)c1
8) COCCCNC(=O)c1ccc(CNS(=O)(=O)c2ccc(NC(C)=O)cc2)cc1

Assay by compound	1	2	3	4	5	6	7	8
GSK3 alpha inh	/	-5	-3	-1	1	0	-8	-5
GSK3B inh	-2	-3	-1	1	0	-1	4	/
HSF1 activator	-45	-18	75*	8	/	20	-12	/
DYRK1A inh	-4	-5	-3	-6	6	1	0	5
AI-2 QS modul	20	2	27	24	12	5	17	/
PolyA inhibitor	i	i	i	i	i	i	i	/
Platelet DG rel	17	9	13	8	/	0	-2	/
HDAC3 inhib	/	2	-6	-4	0	-2	3	0
HSP90 refold inh	-5	-1	-3	-4	2	-4	/	0
HSF1 inh	-31	-3	46	1	/	-3	-11	/

3 entries already listed, sorted by the value under GSK3B inh, high to low:
nr	SMILES	GSK3B inh
7	Cc1ccc(SSc2cc(C)ccc2N)c(N)c1	4
1	N#Cc1ccccc1Cn1c(=O)n(CCCC(=O)NCc2ccc3c(c2)OCO3)c(=O)c2ccccc21	-2
2	Cc1ccc(S(=O)(=O)N(C)c2ccccc2C(=O)N2CCOCC2)cc1	-3

Next compounds follow:
9) COc1ccc2cc(CCNC(=O)C(C)(C)C)c(=O)[nH]c2c1
10) O=C(NC1CCS(=O)(=O)C1)c1ccc(-c2ccc(Br)cc2)o1 (centres undefined)
11) COC(=O)[C@H](Cc1ccccc1)NC(=O)N1CCN(c2ccccc2)CC1
12) CC(OC(=O)CCC(=O)N1CCN(S(=O)(=O)c2ccc3ccccc3c2)CC1)C(=O)NC(N)=O (centres undefined)
13) CCN(C(=O)COC(=O)c1ccc(Cl)nc1)C1CCS(=O)(=O)C1 (centres undefined)
14) CCOC(=O)Cn1cc(Cl)cc(C(=O)Nc2ccccc2)c1=O
15) Cc1ccccc1-n1ncc2c1CC(C)(C)CC2NC(=O)c1snnc1C (centres undefined)
16) Cc1cc(C(=O)Nc2ccc(Cl)cc2)c(C)n1Cc1cccs1

Assay by compound	9	10	11	12	13	14	15	16
GSK3 alpha inh	0	-2	1	-2	0	2	2	0
GSK3B inh	0	2	0	1	0	-4	-1	6
HSF1 activator	-1	5	6	2	-7	3	-8	-38
DYRK1A inh	-1	5	/	4	8	-5	-2	-2
AI-2 QS modul	15	37	12	6	11	14	3	10
PolyA inhibitor	i	i	i	i	i	i	i	i
Platelet DG rel	1	7	13	2	0	-2	-2	-2
HDAC3 inhib	1	-2	11	-9	-3	8	12	10
HSP90 refold inh	1	0	-5	2	0	1	-6	16*
HSF1 inh	3	3	3	-1	-6	10	0	-25

17) CCOCCCNC(=O)N[C@H](C(=O)OC)C(C)CC (some centres undefined)
18) CCOc1ccc(C2NC(=O)CCC2[N+](=O)[O-])cc1 (centres undefined)
19) CC(C(=O)Nc1ccc(S(N)(=O)=O)cc1)N1CCc2ccccc21 (centres undefined)
20) Cc1cccc(-n2c(SCC(N)=O)nc3c(c2=O)C2(CCCCC2)Cc2ccccc2-3)c1
21) NC(=O)N/N=C/c1cn(-c2ccccc2)nc1-c1cccs1
22) Cc1ccc(/C=N/NC(=O)c2cccs2)s1
23) O=C(COC(=O)c1cccnc1)Nc1ccccc1
24) Cc1ccc2nc(/N=C(\N)NC(=O)N3c4ccccc4Sc4ccccc43)nc(C)c2c1

Assay by compound	17	18	19	20	21	22	23	24
GSK3 alpha inh	0	0	0	-2	0	/	0	-2
GSK3B inh	0	-3	-2	0	-1	-1	3	-1
HSF1 activator	/	-7	10	9	40	43	18	20
DYRK1A inh	5	7	/	-14	/	9	1	0
AI-2 QS modul	-7	25	15	18	13	23	20	-10
PolyA inhibitor	i	i	i	i	i	i	i	i
Platelet DG rel	/	-4	-19	16	17	5	0	5
HDAC3 inhib	-4	1	-7	-2	2	6	4	4
HSP90 refold inh	4	-2	3	0	2	-1	0	2
HSF1 inh	/	-5	-7	9	11	14	-4	-2

Shown as a hit in HSP90 refold inh, of those listed so far:
16) Cc1cc(C(=O)Nc2ccc(Cl)cc2)c(C)n1Cc1cccs1

Assay by compound	16
GSK3 alpha inh	0
GSK3B inh	6
HSF1 activator	-38
DYRK1A inh	-2
AI-2 QS modul	10
PolyA inhibitor	i
Platelet DG rel	-2
HDAC3 inhib	10
HSP90 refold inh	16*
HSF1 inh	-25

Next part:
25) Cc1ccccc1OCCCCCNCCO
26) O=C1c2ccccc2CN1CCNC(=S)NC1CCCCC1
27) O=Cc1c(NCCN2CCCC2)c2ccccc2[nH]c1=O
28) CCOC(=O)C1(CC2CCCCO2)CCN(Cc2cccnc2)CC1 (centres undefined)
29) COC(=O)c1ccc(COc2ccccc2OC)o1
30) CC(C)Nc1nc(NC(C)C)nc(Oc2ccc(=O)n(C)n2)n1
31) NS(=O)(=O)c1ccc(CCNC(=O)c2cc3ccccc3oc2=O)cc1
32) CN(CC(=O)Nn1cnnc1)S(=O)(=O)c1cc(Cl)ccc1Cl

Assay by compound	25	26	27	28	29	30	31	32
GSK3 alpha inh	/	-4	-1	0	-2	0	5	-2
GSK3B inh	0	1	-1	0	0	0	1	2
HSF1 activator	13	15	-3	-19	-5	2	12	32
DYRK1A inh	4	3	5	9	-3	-2	11	1
AI-2 QS modul	17	11	17	31	20	38	-2	33
PolyA inhibitor	i	i	i	i	i	i	i	i
Platelet DG rel	5	-9	11	-2	-4	-4	1	-14
HDAC3 inhib	/	2	-5	-10	0	6	2	-6
HSP90 refold inh	0	-1	0	4	-6	-1	1	-5
HSF1 inh	3	1	-6	-4	-6	-4	-3	0

33) Cc1ccc(-c2cc(C(=O)O)c3cc(Br)ccc3n2)s1
34) COc1ccc(OCCn2cc(C=O)c3ccccc32)cc1
35) Cc1cccc(NC(=S)NCc2ccccc2Cl)c1C
36) CCOC(=O)NNC1CC(=O)N(c2ccc(OC)cc2)C1=O (centres undefined)
37) CSCC[C@H](NC(=O)[C@H]1CC[C@H](CNC(=O)[C@@H]2CCCN2)CC1)C(=O)O
38) CC1C2(C)OCC(C#N)(C(=N)O2)C1(C#N)C#N (centres undefined)
39) CC1CCCC(NC(=O)CSc2nnc(N)s2)C1C (centres undefined)
40) Cc1nn(-c2ccccc2)c2nc3c(cc12)C(=O)CCC3

Assay by compound	33	34	35	36	37	38	39	40
GSK3 alpha inh	0&0	-3	-1	0	1	0	-2	-1
GSK3B inh	3&3	-2	-1	1	-3	-1	1	3
HSF1 activator	31&5	-5	-7	-5	-2	-3	1	-7
DYRK1A inh	9&12	34	-3	2	6	/	4	1
AI-2 QS modul	-2&6	3	3	9	10	4	40	2
PolyA inhibitor	i	i	i	i	i	i	i	i
Platelet DG rel	-3&-2	1	-7	5	-2	-7	1	8
HDAC3 inhib	-5&-6	9	0	2	-1	-6	3	3
HSP90 refold inh	3&4	-4	7	0	-2	3	-1	-1
HSF1 inh	14&-1	1	2	-4	-7	-3	9	-5

41) Cc1csc(NC(=O)NCC2CCCC(CNC(=O)Nc3nc(C)cs3)C2)n1 (centres undefined)
42) O=C(Cn1nnc(-c2ccccc2NC(=O)c2ccccc2F)n1)NCc1ccco1
43) Cc1ccc(C(=O)COC(=O)CCC(=O)NC2CCCCC2)cc1[N+](=O)[O-]
44) O=C1NC[C@@H](Cc2cccc3ccccc23)N(CCc2cc(C(F)(F)F)cc(C(F)(F)F)c2)C1=O
45) COc1ccc(OC)c(NC(=O)Cn2cc(C#N)c3ccccc32)c1
46) CCN(CC)S(=O)(=O)c1ccc(N2CCN(c3ccccc3OC)CC2)c(N)c1
47) COCCNC(=S)N/N=C(\C)c1ccc(Cl)c(Cl)c1Cl
48) O=C(O)CC1(O)C(=O)N(Cc2ccccc2)c2ccccc21 (centres undefined)

Assay by compound	41	42	43	44	45	46	47	48
GSK3 alpha inh	-4	2	/	-2	9	-1	-2	5
GSK3B inh	-2	1	-4	-4	1	-3	1	-1
HSF1 activator	6	8	-7	-51	11	7	-7	/
DYRK1A inh	9	-3	-3	11	/	-1	/	1
AI-2 QS modul	28	6	28	28	-7	27	10	11
PolyA inhibitor	i	i	i	i	i	i	i	i
Platelet DG rel	-1	/	4	6	1	1	23	-4
HDAC3 inhib	4	-2	-2	13	-3	7	-3	-1
HSP90 refold inh	0	-1	1	/	0	3	0	0
HSF1 inh	-1	11	-15	-37	5	-2	-1	/

Retrieved by structure from the entries so far:
16) Cc1cc(C(=O)Nc2ccc(Cl)cc2)c(C)n1Cc1cccs1
13) CCN(C(=O)COC(=O)c1ccc(Cl)nc1)C1CCS(=O)(=O)C1 (centres undefined)

Assay by compound	16	13
GSK3 alpha inh	0	0
GSK3B inh	6	0
HSF1 activator	-38	-7
DYRK1A inh	-2	8
AI-2 QS modul	10	11
PolyA inhibitor	i	i
Platelet DG rel	-2	0
HDAC3 inhib	10	-3
HSP90 refold inh	16*	0
HSF1 inh	-25	-6

Additional entries follow:
49) CN1CCN(C(=O)C23CC4CC(C2)CC(c2ccccc2)(C4)C3)CC1
50) CC1(C)CNC(=O)c2sc(NC(=O)c3ccccc3)nc2C1
51) NC(=O)CC(NC(=O)c1cccc(Br)c1)c1ccc(NC2CCN(Cc3ccccc3)CC2)c([N+](=O)[O-])c1 (centres undefined)
52) Cc1cc(C)cc(NC(=O)Cn2cc(C=O)c3ccccc32)c1
53) O=C(Cn1cccc1C(=O)c1ccccc1)NCc1cccs1
54) CC(C)CC(C(=O)NCC1CCCO1)N(C(=O)Cn1nnc(-c2ccc(F)cc2)n1)c1ccccc1F (centres undefined)
55) O=c1c2ccccc2nnn1CSc1nnc(-c2cccs2)n1Cc1ccccc1
56) CCOC(=O)CSc1nnc(Cc2cc(=O)[nH]c(=O)[nH]2)n1-c1cccc(OC)c1
57) COc1ccc(CNCCNC(=O)c2cccs2)cc1OC
58) C=CCN1C(=O)C(Cc2cccc(Cl)c2)SC1=Nc1ccc(C(=O)O)cc1 (centres undefined)
59) CN1C(=O)c2oc3ccccc3c(=O)c2C1c1cccnc1 (centres undefined)

Assay by compound	49	50	51	52	53	54	55	56	57	58	59
GSK3 alpha inh	-1	-5	0	3	-1	/	0	-2	-2	-1	-3
GSK3B inh	-2	1	1	-3	2	3	-2	1	-2	-1	1
HSF1 activator	1	34	14	26	-2	8	17	10	7	7	-3
DYRK1A inh	5	-5	0	-9	-7	9	-4	-5	-3	-5	1
AI-2 QS modul	-1	3	21	28	25	15	40	-2	0	16	9
PolyA inhibitor	i	i	i	i	i	i	i	i	i	i	i
Platelet DG rel	2	-3	7	-9	-2	-12	3	-4	-4	5	-1
HDAC3 inhib	-6	6	3	1	-5	9	11	9	-9	-3	1
HSP90 refold inh	-1	4	-2	3	0	1	1	0	-3	5	/
HSF1 inh	0	12	-2	1	1	-1	7	-2	0	0	-8

Screens from PubChem.
